CD40 NFkB inh: CD40 pathway inhibition in BL2 cells. BL2 NF-kB luciferase reporter, CD40L-induced, 4 h. inhibition, % at 10 µM. hit rate 0.94% among 83,000;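 active = mean inhibition of at least 50% with a set share of replicates also reaching that level; inconclusive = no clear call, values can overlap the other calls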;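 also: 0% = neutral control wells and 100% = IKK inhibitor VII at 50 µM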
Active calls of the source: *; ? = inconclusive; & = joins results of further samples; [ ] = another dose, or the depositor's remark.

SMILES	CD40 NFkB inh
Cc1ccc(S(=O)(=O)N(C)C[C@@H]2OCCCC[C@@H](C)Oc3ccc(NS(=O)(=O)c4ccc(Cl)cc4)cc3C(=O)N([C@@H](C)CO)C[C@@H]2C)cc1	4
Cc1cc(F)c(Nc2ncnc3cc(OCc4ccccc4)ccc23)cc1O	5[25 µM]
Fc1ccc(NC2=NCCCCC2)cc1	8
CC(C)(C)Nc1nc2ccc([N+](=O)[O-])cc2o1	-25
OC(COc1ccccc1)CN1CCN(c2ccccc2)CC1 (stereo unspecified)	5
CO[C@H](CN(C)C(=O)Nc1ccc(Cl)cc1)[C@H](C)CN(Cc1ccccc1Cl)[C@H](C)CO	18[25 µM]
CC1(C(=O)Nc2cccc(S(=O)(=O)N3CCOCC3)c2)Cc2ccccc2C(=O)O1 (stereo unspecified)	7
CC(=O)N1CSCC1C(=O)O (stereo unspecified)	8
Cn1cc(-c2csc(C(C)(O)c3cccnc3)n2)cn1 (stereo unspecified)	-5
Cc1ccc2c(c1)NCC(C(=O)NC1CCCCC1)O2 (stereo unspecified)	-13
O=C(Cc1cccs1)N1CCN(C(=O)C2CCCO2)CC1 (stereo unspecified)	17
C[C@H]1CN([C@@H](C)CO)C(=O)CCCn2nncc2CO[C@H]1CN(C)CC1CCCC1	4
COC(=O)c1ccc(C)c(NC(=O)c2c(-c3ccccc3)noc2C)c1	3
c1coc(CNc2nc3sc4c(c3c3ncnn23)CCCC4)c1	-36
C[C@H]1CN([C@@H](C)CO)C(=O)c2cccc(NC(=O)Nc3ccc(F)cc3)c2O[C@H]1CN(C)S(=O)(=O)c1ccc(Cl)cc1	?
CCN(CC(=O)NCc1cccs1)C(=O)c1cccc(S(=O)(=O)Nc2ccccc2Cl)c1	8
COc1cc2c(cc1NC(=O)COc1ccc3ccccc3c1)oc1ccccc12	11
C=CCn1c(SCC(=O)N(C)CC(=O)Nc2ccc(C)cc2)nnc1-c1ccncc1	2
CSCCC(NC(=O)c1ccc(Cl)cc1)C(=O)OCC(=O)NCc1ccco1 (stereo unspecified)	-6
O=C(NC1CCCC1)[C@@H]1[C@@H](CO)[C@@H]2Cn3c(cccc3=O)[C@H]1N2C(=O)CC1CC1	-10[25 µM]
CC1CCN(C(=O)Cn2c(=O)n(-c3ccc(F)cc3)c(=O)c3sccc32)CC1	3
Cc1nonc1OC(C)CNc1ccc([N+](=O)[O-])cc1 (stereo unspecified)	3
COc1ccc(N2CCN(C(=O)c3ccc(Cl)c(S(=O)(=O)N4CCCC4)c3)CC2)cc1	14
CC1CCN(C(=O)COC(=O)c2ccc3ccccc3n2)CC1	-26
CCCN1[C@@H]2c3cccc(=O)n3C[C@H]1[C@H](CO)[C@H]2C(=O)N[C@@H](C)c1ccccc1	-4[25 µM]
CC1CC(C)CN(C(=O)CNS(=O)(=O)c2cccs2)C1 (stereo unspecified)	6
CCN(CC(=O)Nc1ccccc1OC)Cc1csc(CC(=O)Nc2ccc(C)cc2)n1	2
CCN(CC)c1ccc(C=C2C(=O)OC3(CCCCC3)OC2=O)cc1	8
Cc1nc2ccccc2c2oc(C(=O)N3CCN(C(=O)c4ccco4)CC3)cc12	-1
CO[C@H](CN(C)S(=O)(=O)c1ccc(C)cc1)[C@H](C)CN(C(=O)Nc1ccccc1F)[C@@H](C)CO	-5[25 µM]
CCS(=O)(=O)N1CCC2(CC1)CN(S(=O)(=O)c1ccc(C)cc1)[C@@H](CO)c1[nH]c3cc(OC)ccc3c12	34[25 µM]
COc1cnc(-c2ccccn2)nc1Oc1ccc(Cl)c2ccccc12	32
CC1=CC(C)(C)[N+](C)(C)c2ccccc21	-2
C[C@@H]1CN([C@H](C)CO)C(=O)c2cc(-c3cccc(C#N)c3)cnc2O[C@@H]1CN(C)C(=O)C1CCCCC1	-17[25 µM]
O=C(COc1ccc(Cl)cc1Cl)NCCN1CCCC1	-3
O=C(Nc1nnc(SCc2ccccc2)s1)c1cccs1	-58
COC(=O)/C=C/S(=O)(=O)c1ccc(NC(C)=O)cc1	106*
CCNC(=O)Cn1cnc2c1c(=O)n(C)c(=O)n2C	7
CC(C)C(NC(=O)c1ccccc1F)C(=O)Nc1ccc2c(c1)OCO2 (stereo unspecified)	7
COc1ccc(N(CC(=O)NCCC2=CCCCC2)S(=O)(=O)c2ccc(C)cc2)cc1OC	2
COc1cccc(C#Cc2ccc([C@H]3[C@H](C#N)N(C(=O)C4CCC4)[C@H]3CO)cc2)c1	-7
O=C(Nc1cccc2ccccc12)OC1C=CS(=O)(=O)C1 (stereo unspecified)	10
COc1ccccc1NC(=O)c1ccc(-n2ccnc2)c([N+](=O)[O-])c1	-15
CC1CC(C)CN(C(=O)c2cc3c(s2)CCC3)C1 (stereo unspecified)	-26
COC(=O)CNC(=O)c1ccccc1[N+](=O)[O-]	7
Cc1occc1C(=O)Nc1ccc(S(N)(=O)=O)cc1	0
O=C(COc1ccccc1)OCc1cc2ccccc2[nH]c1=O	0
CC1COCC(C)N1C(=O)c1cccnc1 (stereo unspecified)	2
O=C1c2ccccc2C(=O)C1Cc1cccc2ccccc12	-14
COCCN(C[C@@H]1N[C@@H](CO)[C@H]1c1ccc(-c2ccc(F)cc2)cc1)C(C)=O	4[25 µM]

Continuation.
SMILES	CD40 NFkB inh
O=C(OCC(=O)N1CCCC1=O)c1nc(Cl)ccc1Cl	7
O=C(c1ccc(Cl)c(S(=O)(=O)N2CCCC2)c1)N1CCCC(C(F)(F)F)C1 (stereo unspecified)	12
CC(C)(CCl)C(=O)Nc1ccnc(-c2ccncc2)n1	-1
O=C(NCc1ccccn1)c1cccc(S(=O)(=O)NCc2ccccc2)c1	6
Cc1ccc(C(=O)n2ncn(C)c2=S)cc1	-1
N#C[C@@H]1[C@@H](c2ccc(C3=CCCCC3)cc2)[C@@H](CO)N1C(=O)NC1CCCC1	-7
O=S(=O)(c1ccc(OCc2ccc(Br)cc2)cc1)N1CCOCC1	7
O=C(COC(=O)C1CCCC1)Nc1ncc(Cl)cc1Cl	-3
CN(C)/C=N/c1sc2c(c1C#N)CC(C)(C)NC2(C)C	14
O=C(CN1CCCc2ccccc21)Nc1cccc(S(=O)(=O)N2CCCC2)c1	-1
COc1ccc(Nc2ncnc3sc(-c4ccccc4)cc23)cc1	17
C/C=C/c1ccccc1[C@@H]1[C@@H](CO)N(C(C)=O)[C@H]1C#N	-1[25 µM]
CN(c1ccccc1)c1nc(N)c([N+](=O)[O-])c(N2CCCC2)n1	-109
CN(C)C(=O)c1cccc(-c2ccccc2[C@H]2[C@@H](C#N)N(C(=O)C3CCCC3)[C@H]2CO)c1	12
COC(=O)C[C@H]1CC[C@@H]2[C@H](COC[C@@H](O)CN2S(=O)(=O)c2cn(C)cn2)O1	1[25 µM]
CC(=O)OC(COC1C[C@@H]2CC[C@@]1(C)C2(C)C)C[N+]1(C)CCCCC1 (stereo partly specified)	7
CN(CCC1CCOCC1)Cc1nc(Cc2ccccc2F)no1	6
Cc1ccccc1OCC(=O)Nc1ccccc1N1CCOCC1	24
CC(=O)c1cc(F)ccc1OCC(=O)Nc1ccc2c(c1)OCO2	-64
O=C(CN1C(=O)NC(Cc2ccccc2)C1=O)NC(=O)NC1CCCCC1 (stereo unspecified)	15

An excerpt of these results, comma-delimited:
SMILES,CD40 NFkB inh
COC(=O)C[C@H]1CC[C@@H]2[C@H](COC[C@@H](O)CN2S(=O)(=O)c2cn(C)cn2)O1,1[25 µM]
CC(=O)OC(COC1C[C@@H]2CC[C@@]1(C)C2(C)C)C[N+]1(C)CCCCC1 (stereo partly specified),7
CN(CCC1CCOCC1)Cc1nc(Cc2ccccc2F)no1,6
Cc1ccccc1OCC(=O)Nc1ccccc1N1CCOCC1,24
CC(=O)c1cc(F)ccc1OCC(=O)Nc1ccc2c(c1)OCO2,-64
O=C(CN1C(=O)NC(Cc2ccccc2)C1=O)NC(=O)NC1CCCCC1 (stereo unspecified),15

Going on with the list.
SMILES	CD40 NFkB inh
O=C(NCc1ccc2c(c1)OCO2)c1cccc(N2CCCC2=O)c1	0
Cc1cc(C)c(C#N)c(N2CCN(S(=O)(=O)Cc3ccccc3)CC2)n1	8
C=CCn1c(SCc2ccc(C(=O)NCCO)cc2)nc2sc(C)c(C)c2c1=O	0
COc1cccc(CC(=O)NCC2(N3CCCCC3)CCCCC2)c1	12
CCOC(=O)c1ccc(S(=O)(=O)N2CCN(C(=O)C3CSC4(C)CCC(=O)N34)CC2)cc1 (stereo unspecified)	-5
Cc1cc2cc(CNC(=O)c3ccc4c(c3)OCO4)ccc2n1C	-10
O=C(c1ccccc1)c1cnc(-c2ccccc2)s1	31
O=C(COC(=O)C1CCN(c2ccc(C(F)(F)F)cn2)CC1)NCc1ccccc1	1
Cc1cc(-c2nnco2)c(C)n1-c1ccccc1	-4
Nc1nc(NC2CCCC2)cc(=O)[nH]1	6
OC1CNc2c(ccc3ccccc23)C1 (stereo unspecified)	-2
Cc1nn(Cc2ccccc2)c(C)c1C(=O)NCC(c1cccs1)N1CCOCC1 (stereo unspecified)	-7
Cc1ccc(CSCCNC(=O)CN2C(=O)c3ccccc3S2(=O)=O)cc1	-2
O=C(CNC(=O)C1CCCCC1)NC1=NCCS1	18
N#Cc1cccnc1N1CCN(C(=O)c2cccs2)CC1	-7
CCCCn1c(N)c(N(CCOC)C(=O)CSCc2ccc(Cl)c(Cl)c2)c(=O)[nH]c1=O	7
O=C(NCCS(=O)(=O)NCCc1ccccc1)c1ccc2c(c1)OCO2	4
O=c1cc(-c2ccccc2)nc2nc(-c3ccccc3)[nH]n12	-54
O=C1NC2c3ccccc3C(=O)N2c2c1cnn2-c1ccccc1 (stereo unspecified)	10
Cc1cccc(-c2ccc(C3[C@H]4CNC[C@@H]3N4C(=O)Nc3ccccc3Cl)cc2)c1 (stereo partly specified)	6&2[25 µM]

Copied from the list.
Value for `Cc1ccc(CSCCNC(=O)CN2C(=O)c3ccccc3S2(=O)=O)cc1` under CD40 NFkB inh: -2
Value for `OC1CNc2c(ccc3ccccc23)C1` (stereo unspecified) under CD40 NFkB inh: -2

Continued:
SMILES	CD40 NFkB inh
OCc1ccnc2c(O)cccc12	11
Fc1ccc(-c2nc3cnccn3c2NC2CCCC2)cc1	-2
C[C@H]1CN([C@@H](C)CO)C(=O)c2c(c3ccccc3n2C)-c2ccccc2CO[C@@H]1CN(C)Cc1ccc(Cl)c(Cl)c1	7[25 µM]
CN1CCN(c2ccc(C(=O)c3ccccc3)cc2[N+](=O)[O-])CC1	-46
CC(OC(=O)CNC(=O)c1ccco1)C(=O)Nc1ccc(Cl)cn1 (stereo unspecified)	-2
CC1(C)Cc2c(sc(NC(=O)C3CC(Cl)=CCC3C(=O)O)c2C#N)CO1 (stereo unspecified)	3
O=C(Cc1cccc2ccccc12)Nc1ccc2oc(-c3ccccc3)nc2c1	3
CC(C)C(=O)c1ccc(O)c(O)c1	5
CS(=O)(=O)Nc1ccc2c(c1)[C@@H]1C[C@H](CC(=O)NCc3cc(F)ccc3F)O[C@H](CO)[C@@H]1O2	-10[25 µM]
O=C(COC(=O)c1cc(Cl)ccc1O)NCCC1=CCCCC1	20
Cc1cc(C(=O)N2CCN(S(=O)(=O)c3ccc(C)c(C)c3)CC2)no1	4
O=C(Nc1ccccc1)C1Cc2ccccc2CN1C(=O)c1ccco1 (stereo unspecified)	-115
COc1ccc(CCC(=O)Nc2ccc(C(=O)c3ccncc3)cc2)cc1	5
Cc1nc(S(=O)(=O)Cc2ccccc2)nc2c1CCC2	-7
Cc1ccc(OCCC(=O)OCC(=O)NNC(=O)c2ccccc2)cc1	-4
Cc1nnc(SCC2=C(C(=O)O)N3C(=O)C(NC(=O)Cn4ncc(Cl)c4C)C3SC2)s1 (stereo unspecified)	17
CC(=O)Nc1cc2c(cc1C(=O)c1ccccc1)OCCO2	8
CS(=O)(=O)N1[C@@H]2CN(CC(F)(F)F)C[C@H]1C2c1ccc(Br)cc1 (stereo partly specified)	6
Cc1ccc(NC(=S)N2CCCC(O)C2)cc1 (stereo unspecified)	-36
C[C@H](CO)N1C[C@H](C)[C@H](CN(C)Cc2ccc(Oc3ccccc3)cc2)Oc2ccc(NC(=O)Cc3ccccc3)cc2C1=O	4

Entries shown so far with a CF3 group, in the order listed:
SMILES	CD40 NFkB inh
O=C(c1ccc(Cl)c(S(=O)(=O)N2CCCC2)c1)N1CCCC(C(F)(F)F)C1 (stereo unspecified)	12
O=C(COC(=O)C1CCN(c2ccc(C(F)(F)F)cn2)CC1)NCc1ccccc1	1
CS(=O)(=O)N1[C@@H]2CN(CC(F)(F)F)C[C@H]1C2c1ccc(Br)cc1 (stereo partly specified)	6

Continued:
SMILES	CD40 NFkB inh
O=C(Nc1cccc(OC(=O)c2ccco2)c1)c1ccco1	-27
O=C(c1ccc2c(c1)OCO2)N1C[C@H]2[C@@H](c3ccccc31)[C@@H](CO)N2Cc1ccccc1Cl	2[25 µM]
C[C@H](CO)N1C[C@H](C)[C@H](CN(C)C(=O)c2ccncc2)OCc2ccccc2-c2ccccc2C1=O	-15
Cc1nc2ccccc2nc1N1CCC(C)CC1	13
C[C@@H]1CN([C@@H](C)CO)C(=O)c2c(c3ccccc3n2C)-c2ccccc2CO[C@H]1CN(C)C(=O)Nc1ccccc1C(F)(F)F	64*[25 µM]
COc1ccc(C(=O)N(C)Cc2cnn(Cc3ccccc3)c2)cc1S(=O)(=O)N1CCOCC1	6
Cc1cccc(NC(=O)c2ccc3nccnc3c2)n1	-53
C[C@@H]1CN([C@H](C)CO)C(=O)CCCn2cc(nn2)CO[C@@H]1CN(C)Cc1ccc(C(=O)Nc2ccccc2N)cc1	-14[25 µM]
O=C(CCc1nc2ccccc2c(=O)[nH]1)Nc1cccc(S(=O)(=O)N2CCOCC2)c1	6
C[C@H](CO)N1C[C@H](C)[C@H](CN(C)C(=O)NC2CCCCC2)Oc2ccc(N(C)C)cc2CC1=O	2[25 µM]
Cc1ccc(C)c(NC(=O)CN(C)C(=O)COc2ncnc3sccc23)c1	4
COc1ccc(C#Cc2ccc([C@H]3[C@H](CO)N4C(=O)CN(C(=O)NC(C)C)C[C@@H]34)cc2)cc1	-4[25 µM]

A portion of the library. The share of hits here may be higher or lower than overall.
